# NALP1 yeast inh – inhibitors of NALP1 inflammasome in yeast | S. cerevisiae NALP1/ASC/caspase-1 growth, X-gal OD620, 72 h | inhibition, % at 10 µM | actives 0.61% (n = 280,000) | AID 2071; in the data active means inhibition mostly above about 24%, no sharp cut-off; inactive means mostly below about 32%; further: some compounds called inactive have numbers as strong as hits
# GalR3 antag – blocks the human galanin receptor 3; HEK293 GalR3-CNG cAMP membrane potential fluorescence; galR3 body fused to GalR1 C-terminus; O60755; actives 0.44% (n = 360,000); inhibition, % at 3 µM;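 active means inhibition above the screen-wide average plus 3 SD, cut at about 13% in these data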;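 further: forskolin and galanin both at EC90 stimulate the cells; cAMP rise reported by CNG channel membrane potential dye signal; 0% = forskolin plus galanin with DMSO and 100% = forskolin alone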
# Target sequence (O60755 1-299 limits assumed): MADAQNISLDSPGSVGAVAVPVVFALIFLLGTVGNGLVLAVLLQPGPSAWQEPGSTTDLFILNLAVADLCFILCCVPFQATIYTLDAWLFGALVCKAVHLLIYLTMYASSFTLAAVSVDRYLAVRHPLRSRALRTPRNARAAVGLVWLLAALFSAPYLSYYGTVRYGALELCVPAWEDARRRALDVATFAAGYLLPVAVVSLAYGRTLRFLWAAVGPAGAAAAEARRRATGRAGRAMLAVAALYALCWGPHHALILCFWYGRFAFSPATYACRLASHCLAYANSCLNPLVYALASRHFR
# PfM18AAP inh – blocks P. falciparum M18 aspartyl aminopeptidase; recombinant PfM18AAP, H-Glu-NHMec fluorogenic cleavage; inhibition, % at 7.35 µM; actives 1.2% (n = 290,000); AID 1822;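 active means inhibition above the campaign mean inhibition over all tested compounds plus 3 SD, cut at about 28% in these data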;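 further: 0% = plate median of test compound wells and 100% = 2 mM ZnCl2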
# MEKK2mut PB1 HTS – signal of MEK5 binding to mutant human MEKK2 PB1 domain. bead flow cytometry, Alexa488-MEK5 binding to MEKK2 mutant. percent response, % at 10 µM. actives 0.35% (n = 290,000); in the data active means percent response above about 24%, passing the limit was not always enough; further: inactives centre near 1; some results filed as inactive read as strong as hits
# GPR7 antag – antagonists of human GPR7 (neuropeptides B/W receptor 1); P48145; GPR7-expressing cells, fluorescence antagonist assay; inhibition, % at 4.4 µM; actives 1.1% (n = 290,000); AID 1861; in the data active means inhibition above about 16%, passing the limit was not always enough;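 further: cells stimulated with the agonist NPW; 0% = agonist with vehicle and 100% = vehicle without agonist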
# Target sequence (P48145 whole entry, looked up): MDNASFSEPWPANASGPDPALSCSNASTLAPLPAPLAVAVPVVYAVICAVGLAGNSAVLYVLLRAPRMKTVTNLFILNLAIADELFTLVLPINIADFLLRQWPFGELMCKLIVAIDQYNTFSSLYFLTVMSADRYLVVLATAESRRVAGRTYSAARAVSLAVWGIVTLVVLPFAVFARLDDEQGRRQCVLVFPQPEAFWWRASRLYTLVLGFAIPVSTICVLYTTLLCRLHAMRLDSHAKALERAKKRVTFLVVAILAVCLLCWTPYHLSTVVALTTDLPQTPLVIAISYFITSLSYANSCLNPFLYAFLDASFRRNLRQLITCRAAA
# MEKK2wt PB1 HTS – raises or lowers MEK5 binding to wildtype human MEKK2 PB1 domain. Q9Y2U5. bead flow cytometry, Alexa488-MEK5 binding to MEKK2 WT; actives lie on both sides. binding response (% of control), % at 10 µM. actives 1.1% (n = 290,000). AID 1531; in the data active means binding response below about 67% or above about 130%
# OXTR agonist – agonists of human oxytocin receptor. P30559. CHO-OTR cells, Fluo-8 calcium fluorescence; normalized: DMSO 0%, oxytocin 100%. activation, % at 3 µM. actives 0.32% (n = 320,000);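 active means activation above the mean of all tested compounds plus 3 SD, cutoff set per screening run, cut at about 20% in these data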;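 further: peak over basal fluorescence ratio from a 100 s FLIPR kinetic read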
# Target sequence (P30559 whole entry, looked up): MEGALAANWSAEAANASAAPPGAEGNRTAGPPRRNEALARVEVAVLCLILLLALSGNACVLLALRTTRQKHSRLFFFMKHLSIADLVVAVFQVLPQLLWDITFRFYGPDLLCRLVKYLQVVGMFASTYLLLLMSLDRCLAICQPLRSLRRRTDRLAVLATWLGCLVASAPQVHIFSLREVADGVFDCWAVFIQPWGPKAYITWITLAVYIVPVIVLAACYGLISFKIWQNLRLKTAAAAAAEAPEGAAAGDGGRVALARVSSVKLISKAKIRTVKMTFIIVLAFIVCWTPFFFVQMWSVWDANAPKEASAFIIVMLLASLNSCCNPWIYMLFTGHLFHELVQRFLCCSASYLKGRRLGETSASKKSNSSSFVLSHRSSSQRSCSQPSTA
# OXTR potentiate – potentiates the human oxytocin receptor response. P30559. CHO-OTR cells, Fluo-8 calcium fluorescence, potentiator mode; 0% = oxytocin EC15, 100% = EC100. activation, % at 3 µM. actives 0.061% (n = 320,000);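 active means activation above that plate's cutoff, the mean activation of tested compounds plus 3 SD, cut at about 6.6% in these data, passing the limit was not always enough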;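 further: 100% uses oxytocin at 75 nM as the full agonist control; some results filed as inactive read as strong as hits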
#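 Assay system: CHO cell line stably expressing human OTR. Reagent: EC15 oxytocin agonist. Dosing: single dose, 3.0 µM nominal final compound concentration. Timing: compound 6 min at room temperature before oxytocin, 100 s read. Signal: kinetic Fluo-8 calcium fluorescence. Controls: oxytocin EC15 low and EC100 high.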
# V1aR counter – activates human V1a receptor in oxytocin agonist counter-screen. CHO-V1R cells, Fluo-8 calcium fluorescence, agonist mode; 0% DMSO, 100% 3 nM vasopressin. actives 0.25% (n = 320,000). activation, % at 3 µM. P37288. AID 2797;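 active means activation above the mean activation of all tested compounds plus 3 SD, per screening run, cut at about 20% in these data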;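 further: signal is peak over basal fluorescence ratio across a 100 second FLIPR read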
# Active calls of the source: *; . = no result given.
# Fields: PfM18AAP inh	MEKK2mut PB1 HTS	V1aR counter	GalR3 antag	GPR7 antag	NALP1 yeast inh	OXTR potentiate	MEKK2wt PB1 HTS	OXTR agonist
- CSc1sc(C)cc1C1C(C#N)=C(N)N(c2cccnc2)C2=C1C(=O)CC(C)(C)C2 (stereo unspecified)
→ 1	7	-1.0	-1	0	11	-5	106	-1.5
- CCOC(=O)c1c(CN(C)C)n(-c2ccccc2)c2cc(Br)c(O)cc12
→ 11	16	1.1	7	-15	-5	0	118	4.4
- Cc1nc2cc(NS(=O)(=O)c3c(C)c(C)cc(C)c3C)ccc2s1
→ 6	3	9.1	-9	-18	-78	-16	98	7.6
- Cn1cnc(S(=O)(=O)N2CCN(C(c3ccccc3)c3ccccc3)CC2)c1
→ -12	0	0.2	-8	5	23	-10	98	-0.5
- O=C(Nc1ccc(F)cc1)c1ccc2c(=O)n(CC3CCCO3)c(=S)[nH]c2c1 (stereo unspecified)
→ 6	-2	11	-11	-18	11	-10	98	14
- COCCCNC(=O)Cn1cc(C(=O)c2cccs2)c2ccccc21
→ 7	3	0.3	0	-1	4	-6	103	0.4
- CCN(CC)c1ccc(/C=C(\C#N)C(N)=O)cc1
→ -7	-6	.	-5	-9	-12	.	97	.
- COc1ccc(C2CN=NC2C(=O)c2ccccc2)cc1 (stereo unspecified)
→ 0	-6	.	-10	3	.	.	77	.
- Cc1ccc(Sc2ccc(/C=N/O)cc2[N+](=O)[O-])cc1
→ 6	4	-0.8	0	-8	24	-22	100	-1.6
- CC1CCCCN1CC(=O)NC(=O)NCc1ccccc1 (stereo unspecified)
→ -9	-2	2.6	0	-6	18	-3	104	1.2
- CC(=O)C1=C(C)N(CC2CC2)C(=O)N[C@H]1c1ccccc1
→ 4	-2	0.5	-6	1	4	-6	103	0.8
- CN1CCC(=NNC(=O)CN(c2cccc([N+](=O)[O-])c2)S(=O)(=O)c2ccccc2)CC1
→ -2	7	0.2	-6	3	16	-11	113	-0.3
- CS(=O)(=O)N(CC(=O)Nc1ccccc1C(=O)NCc1ccco1)c1ccccc1F
→ -10	0	0.5	-7	-13	3	-6	99	-0.4
- CN(c1ccccc1)S(=O)(=O)c1ccc(Cl)c(C(=O)NCC(c2ccco2)N2CCCC2)c1 (stereo unspecified)
→ .	.	-0.3	-4	.	.	-6	.	-1.8
- COc1ccc(/C=C/C(=O)c2ccc(O)cc2)cc1CN1CCOCC1
→ -3	2	4.9	-2	-10	12	-4	110	4.2
- O=C(Nc1cccnc1)c1cccc(S(=O)(=O)N2CCCC2)c1
→ 0	1	1.6	-6	-4	-3	-2	102	1.4
- COc1ccc(N(C(=O)c2cc3ccccc3oc2=O)C2C=CS(=O)(=O)C2)c(OC)c1 (stereo unspecified)
→ -3	-6	-0.6	-2	1	-1	-20	95	-0.1
- CCC(=O)Nc1ccc(S(=O)(=O)Nc2ccc(Cl)nn2)cc1
→ -3	-1	0.3	-2	-3	28	-7	105	0.0
- COc1ccc(NC(=O)c2ccc(-n3cccn3)nc2)cc1
→ -3	8	1.0	-6	-1	-1	0	106	1.0
- Cc1cc(SCC(=O)NC(=O)c2cccn2C)nc2ccccc12
→ -7	-23	-0.7	-5	1	.	-9	84	-1.5
- COC(=O)CSc1ccc(S(=O)(=O)N2CCCCCC2)cc1[N+](=O)[O-]
→ 1	-11	-0.2	-12	1	-6	-8	90	-0.8
- C/C(=N\N=C(/N)c1nonc1N)c1ccc2c(c1)OCO2
→ 7	-18	3.6	-4	0	.	-12	95	0.5
- CCC1CCC(NC2CCCCNC2=O)CC1 (stereo unspecified)
→ 9	-1	1.5	-3	6	1	-1	90	0.7
- COc1ccc(-c2nc(CS(=O)CC(=O)N3CCN(C)CC3)c(C)o2)cc1 (stereo unspecified)
→ -1	-3	0.4	-8	-9	20	-3	100	-0.2
- COc1ccc(-c2nn(-c3ccccc3)cc2C(=O)NC2CCC(C)CC2)cc1 (stereo unspecified)
→ .	.	0.6	-3	.	.	4	.	0.2
- O=C(O)C(CC1CCCCC1)N1CCS(=O)(=O)CC1 (stereo unspecified)
→ 0	-1	-0.2	-1	-5	10	-1	101	0.4
- O=C(CSc1ccccc1)Nc1cc(S(=O)(=O)N2CCOCC2)ccc1N1CCOCC1
→ -15	-5	0.6	-8	-13	18	-13	96	0.6
- C/C(=N\O)C(=O)NCc1ccncc1
→ -4	5	1.0	3	-11	9	-6	97	-0.4
- O=C(Nc1cccc(S(=O)(=O)N2CCCCCC2)c1)c1ccc2c(c1)OCO2
→ -3	-1	0.5	-1	-15	.	-7	105	-2.1
- CN1CCN(C(=O)/C(=C/c2ccccc2)c2ccccc2)CC1
→ -3	7	1.0	-3	-6	23	-9	104	0.1

# Ordered by SMILES length (smallest number first): some entries from above.
# Fields: PfM18AAP inh	MEKK2mut PB1 HTS	V1aR counter	GalR3 antag	GPR7 antag	NALP1 yeast inh	OXTR potentiate	MEKK2wt PB1 HTS	OXTR agonist
- COc1ccc(NC(=O)c2ccc(-n3cccn3)nc2)cc1
→ -3	8	1.0	-6	-1	-1	0	106	1.0
- Cn1cnc(S(=O)(=O)N2CCN(C(c3ccccc3)c3ccccc3)CC2)c1
→ -12	0	0.2	-8	5	23	-10	98	-0.5
- CSc1sc(C)cc1C1C(C#N)=C(N)N(c2cccnc2)C2=C1C(=O)CC(C)(C)C2 (stereo unspecified)
→ 1	7	-1.0	-1	0	11	-5	106	-1.5

# (next part)
# Fields: PfM18AAP inh	MEKK2mut PB1 HTS	V1aR counter	GalR3 antag	GPR7 antag	NALP1 yeast inh	OXTR potentiate	MEKK2wt PB1 HTS	OXTR agonist
- O=C(Nc1ccc(Cl)cn1)c1ccc(-c2ccc(Cl)c(Cl)c2)o1
→ -9	-2	5.8	6	-3	.	3	99	1.4
- O=C(O)c1ccc2c(c1)N(Cc1cccc(F)c1)C(=O)CS2
→ 5	12	0.7	5	-15	50	5	109	0.2
- NC(=O)C1CCN(C(=O)CCSCc2ccc(Cl)c(Cl)c2)CC1
→ 5	2	0.7	-9	-1	14	-10	102	0.6
- CN1CCN(c2ccc(S(=O)(=O)N3CCCCC3)cc2NC(=O)CSCc2ccccc2)CC1
→ 4	11	2.6	-4	-4	21	-7	125	-0.7
- COc1cccc(N2CC(=O)N(NC(=O)CSc3nc(C)cc(C)c3C#N)CC2=O)c1
→ -1	1	1.3	-10	7	30	-5	103	0.6
- COC(=O)c1c(NC(=O)Cc2cccs2)sc(C(=O)N2CCCCC2)c1C
→ -3	3	4.3	-8	4	-7	-10	99	4.0
- CN(C1CCS(=O)(=O)C1)S(=O)(=O)c1ccccc1 (stereo unspecified)
→ 4	-2	0.6	-1	1	3	-15	101	-0.2
- Cc1ccc(NC(=O)CSc2nccn2C)cc1S(=O)(=O)N1CCOCC1
→ 1	-2	0.8	0	-10	33	3	101	0.7
- CC(C)CCNC(=O)c1cccc(S(=O)(=O)N2CCc3ccccc32)c1
→ 8	5	0.6	4	2	10	-1	106	-1.3
- O=C(Cc1ccc(Cl)cc1)NNC(=S)NC(=O)c1cccnc1
→ 50*	1	0.5	7	-10	13	-6	100	1.1
- O=C(COc1ccc2ccc(=O)oc2c1)Nc1c(Cl)cccc1C(F)(F)F
→ 3	2	0.1	2	-13	2	-4	103	0.2
- Cc1cccc(NC(=O)c2cc3n(n2)C(C(F)(F)F)CC(C2CC2)N3)c1C (stereo unspecified)
→ 1	-2	1.9	-1	2	27	-20	101	0.3
- CCCCC(=O)Nc1cccc(NC(=O)CC)c1
→ -2	4	1.7	6	-1	-15	-6	110	0.2
- O=C(O)[C@@H]1CCCN1S(=O)(=O)c1cccc(S(=O)(=O)N2CCC[C@H]2C(=O)O)c1
→ -2	0	1.1	-5	-4	7	-8	103	0.3
- COC(=O)c1ccc(N)c(CS(=O)(=O)c2ccc(Cl)cc2)c1
→ -11	0	2.0	-8	-6	8	-5	103	-1.4
- CCOC(=O)c1ccc(Nc2cc3ccccc3c(=O)[nH]2)cc1
→ .	0	7.5	-4	.	.	-23	99	5.5
- COc1ccc(NS(=O)(=O)c2cc(NC(=O)c3cnccn3)ccc2OC)cc1Br
→ -5	-2	1.4	-7	0	-2	-20	92	1.9
- Nc1c([N+](=O)[O-])cc(-c2cnc[nH]2)cc1[N+](=O)[O-]
→ 3	-2	0.8	-7	-18	-12	-8	93	-0.5
- CCN(CC)c1ccc(NC(=O)CN2CCN(c3nc(C)cc(C)n3)CC2)cc1
→ 10	5	-1.0	0	-4	16	0	107	-2.9
- CC(=O)OC1C2CCC1C([N+]1(C)CCCCC1)CC2 (stereo unspecified)
→ -2	-2	0.3	-4	-18	7	1	102	1.2
- CCC1CCCCN1CCCNC(=O)CSc1nc2nc(C)c(Cc3ccc(C)cc3)c(C)n2n1 (stereo unspecified)
→ 1	16	0.5	2	4	22	-8	130	1.2
- CCc1cc(-c2[nH]ncc2-c2ccc([N+](=O)[O-])cc2)c(O)cc1OC
→ 6	2	-0.3	.	-1	-5	2	101	2.3
- COc1cccc(Nc2nc3ccc(C(=O)c4ccccc4)cc3n3cnnc23)c1
→ -1	-4	-0.1	2	-19	.	-3	93	1.5
- COCCNc1nc(N)c([N+](=O)[O-])c(N2CCCCCC2)n1
→ 4	-4	.	-11	-11	7	.	99	.
- CCc1cc2c(=O)c(-c3cscn3)coc2c(CN(C)C)c1O
→ 1	-12	-0.5	4	-9	11	-18	92	-0.4
- Cc1c(C)c2c(OCC(=O)N3CCC(C(=O)O)CC3)cc3c(c2oc1=O)CCC(C)(C)O3
→ -3	0	-0.3	.	-4	5	-1	102	1.6
- CC(C)N(CCNC(=O)c1ccc(CS(=O)(=O)c2c(Cl)cccc2Cl)o1)Cc1ccccc1
→ -7	2	0.8	-9	-17	10	-9	107	-0.4
- Cc1ccc(NC(=O)Cn2nc(C(F)(F)F)c3c2CCC3)cc1
→ 2	0	0.0	-6	-6	4	-1	99	-0.9
- COc1ccc(N2CCN(C(=O)Cc3ccc(C)cc3)CC2)cc1
→ 5	1	0.5	-8	-9	-7	-7	103	1.8
- COc1ccc(NC(=O)N2CCCC(C(=O)NCCc3ccccc3)C2)cc1 (stereo unspecified)
→ 15	5	0.4	-5	-3	17	-3	101	-1.0
- COc1cc(CN2CCN(S(=O)(=O)c3ccccc3)CC2)cc(OC)c1OC
→ 6	4	-0.1	-9	0	-2	-6	112	1.8
- Cc1ccc(S(=O)(=O)Nc2ccc(C(=O)N3CCCC3)cc2)c(C)c1NS(C)(=O)=O
→ 0	-1	-0.5	-8	6	15	-7	99	-0.7
- CCSc1nc2c(c(=O)[nH]c(=O)n2C)n1C
→ -1	0	0.4	-6	-7	16	-19	98	0.4
- Cc1onc(-c2ccccc2)c1C(=O)NCc1cccs1
→ -9	10	0.7	-2	1	6	-8	110	-0.4
- CC(C)(C)C(=O)N1CCN(c2ccc([N+](=O)[O-])c(NCc3cccnc3)c2)CC1
→ 0	-1	-0.7	-1	2	15	-5	98	-2.5
- Cc1ccc(C)c(CN2C(=O)C3CCCN3c3ccc(S(=O)(=O)N4CCOCC4)cc32)c1 (stereo unspecified)
→ 0	2	-0.3	.	-7	4	-19	94	-1.1
- O=C(/C=C/c1cccc([N+](=O)[O-])c1)OCC(=O)N1CCOCC1
→ .	.	0.7	-3	.	.	-2	.	0.9
- CCOC(=O)C(C)N1N=C(/C=C/c2ccc(C)cc2)CCC1=O (stereo unspecified)
→ -7	3	-1.1	-7	-2	-6	2	101	-1.9
